Shiga toxin inh = inhibitors of Shiga toxin in Vero cells | hit rate 9.2% among 290,000 | inhibition, % at 38.7 µM | Vero cells, Shiga toxin protein synthesis inhibition reporter; in the data active = inhibition mostly above about 28%, no sharp cut-off; inactive = mostly below about 43%; also: 0% is about no effect
Sm TGR inh = S. mansoni TGR enzyme inhibition; Q962Y6; purified TGR, DTNB reduction, TNB absorbance 405 nm; Potency, µM (highest dose often 114 µM), for the others: at the highest dose activity change, negative = inhibition, most hits filed as inhibitors; hit rate 3% among 360,000; also: potency is read from the fitted curve at half-maximal effect; % is scaled to controls: 0 for no effect and ±100 for the full control effect; nearly all actives have a fitted effect of over 60% in size
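Kinetic colorimetric format: TGR-catalysed, NADPH-driven DTNB reduction monitored via TNB absorbance. Enzyme dispensed at 20 nM; compound exposure 15 min at room temperature before reaction start.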
Pf growth 48h = P. falciparum growth inhibition at 48 hours (one generation); P. falciparum luciferase growth in erythrocytes, 48 h; Potency, µM (series often up to 28.7 µM), without a hit: top-dose activity change, negative = inhibition, most hits filed as inhibitors; hit rate 5.9% among 310,000; AID 504832; also: potency is read from the fitted curve at half-maximal effect; % is scaled to controls: 0 for no effect and ±100 for the full control effect
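Firefly luciferase activity from engineered P. falciparum reports growth; inhibitors lower the luminescent signal. Cultures contained 2% hematocrit erythrocytes at 0.1% final parasitemia.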
Giardia FBPA inh = Giardia lamblia aldolase inhibition | A8B2U2 | purified Giardia FBPA | Potency, µM (series often up to 59.6 µM), without a hit: top-dose activity, negative = inhibition, most hits filed as inhibitors | hit rate 0.71% among 290,000; also: potency is read from the fitted curve at half-maximal effect; % is scaled to controls: 0 for no effect and ±100 for the full control effect; nearly all actives have a fitted effect of over 55% in size
Target sequence (A8B2U2 whole entry, looked up): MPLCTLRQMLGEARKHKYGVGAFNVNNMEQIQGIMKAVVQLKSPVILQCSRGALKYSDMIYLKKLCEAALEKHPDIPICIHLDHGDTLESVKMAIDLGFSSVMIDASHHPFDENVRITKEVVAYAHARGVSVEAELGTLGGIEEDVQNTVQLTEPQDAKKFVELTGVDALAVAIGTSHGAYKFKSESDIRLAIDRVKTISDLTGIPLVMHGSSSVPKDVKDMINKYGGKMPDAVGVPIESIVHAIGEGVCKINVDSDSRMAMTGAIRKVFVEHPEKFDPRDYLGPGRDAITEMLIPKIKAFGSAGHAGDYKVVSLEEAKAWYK
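Giardia FBPA (40 nM reagent) was preincubated 10 min at RT with compound (up to 57.5 uM final), then substrate plus GAPDH/TPI/NAD/arsenate coupling system with diaphorase/resazurin was added; resorufin fluorescence (525/598 nm) was read after 20 min.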
CHX counter = counter-screen hit for Shiga toxin inhibitors, cycloheximide | cell reporter, cycloheximide protein synthesis inhibition counterscreen | hit rate 12% among 300,000 | max response, %; in the data active = max response mostly above about 13%, no sharp cut-off; inactive = mostly below about 14%; also: read at 38.3 µM for the half of the compounds with a filed dose; 0% is about no effect
Pf growth 96h = P. falciparum growth inhibition at 96 hour, primary screen for plastid delayed-death inhibitors; P. falciparum luciferase reporter growth, 96 h; AID 504834; Potency, µM (highest dose often 28.7 µM), for the others: at the highest dose activity change, negative = inhibition, most hits filed as inhibitors; hit rate 6.9% among 320,000; also: potency is read from the fitted curve at half-maximal effect; % is scaled to controls: 0 for no effect and ±100 for the full control effect
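Parasite growth measured via integrated firefly luciferase reporter in P. falciparum. Infected erythrocytes at 2% hematocrit, 0.05% parasitemia final were treated 96 hours at 37 C under 5% CO2, and luminescence was read.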
* = called active by the depositor; i = inactive; ? = inconclusive; . = no result given; & = joins results of further samples; [ ] = remark or other dose. Unless noted, calls follow the shape of the dose curve; as a rule, active = well fitted curve in the direction sought with a large enough effect; inconclusive = small, poorly fitted or top-dose-only effect, or another doubt; inactive = no such curve, though single readings can be large; an effect the other way counts as inactive or inconclusive.

| canonical_smiles | Pf growth 48h | CHX counter | Sm TGR inh | Giardia FBPA inh | Shiga toxin inh | Pf growth 96h |
| --- | --- | --- | --- | --- | --- | --- |
| Cc1csc(Sc2ccc(C(=O)OCC(=O)Nc3ccc(F)cc3[N+](=O)[O-])cc2[N+](=O)[O-])n1 | 16% | -5 | -1% | 12% | -17 | -11% |
| COc1ccc(S(=O)(=O)N2CCN(S(=O)(=O)c3ccc4c(c3)OCCO4)CC2)cc1C | ? | -1 | 0% | 0% | 25 | 26% |
| COc1ccc(NC(=O)Nc2cccc(C(F)(F)F)c2)cn1 | 13µM* | 6 | 1% | -11% | 31 | ? |
| Fc1ccc(C2CC(c3ccco3)=NN2c2ccccc2)cc1 (stereo unspecified) | ? | 19 | 0% | 10% | 2 | 3% |
| CC1CCC(NC(=O)CN2C(=O)NC3(CCCCC3C)C2=O)CC1 (stereo unspecified) | ? | . | -10% | . | . | 8% |
| COc1ccc(S(=O)(=O)N(C)c2ccc(C(=O)NC3CCCC3)cc2)cc1 | ? | -3 | 2% | -12% | -10 | ? |
| O=[N+]([O-])c1cccc(/C=N/Nc2nc(NCc3ccccc3)nc(N3CCOCC3)n2)c1O | 6.6µM* | 18 | 0% | -9% | 5 | ? |
| Nc1cc(=O)[nH]c(SCC(=O)Nc2cc([N+](=O)[O-])ccc2Cl)n1 | 48%[activator] | -1 | 5% | -2% | 39 | 40%[activator] |
| N#Cc1cccc(Oc2ccc(S(=O)(=O)N3CCCC3)cn2)c1 | 38%[activator] | . | -10% | . | . | -2% |
| CC[C@@H]1C(c2cccc(Cl)c2)=NN(c2ccccc2)[C@H]1C(=O)N1CCOC1=O | . | 9 | . | -16% | i | . |
| O=[N+]([O-])c1ccc(OCC(O)CN(CCO)CCO)cc1 (stereo unspecified) | 37%[activator] | -1 | -4% | -8% | 7 | 46%[activator] |
| Cc1cc(NC(=O)c2ccccc2[N+](=O)[O-])ccc1Br | 69%[activator] | 50* | -1% | -10% | 134* | ? |

Reformatted as labelled records: entries from further up.
N#Cc1cccc(Oc2ccc(S(=O)(=O)N3CCCC3)cn2)c1
- Pf growth 48h = 38%[activator]
- CHX counter = .
- Sm TGR inh = -10%
- Giardia FBPA inh = .
- Shiga toxin inh = .
- Pf growth 96h = -2%
CC[C@@H]1C(c2cccc(Cl)c2)=NN(c2ccccc2)[C@H]1C(=O)N1CCOC1=O
- Pf growth 48h = .
- CHX counter = 9
- Sm TGR inh = .
- Giardia FBPA inh = -16%
- Shiga toxin inh = i
- Pf growth 96h = .
O=[N+]([O-])c1ccc(OCC(O)CN(CCO)CCO)cc1 (stereo unspecified)
- Pf growth 48h = 37%[activator]
- CHX counter = -1
- Sm TGR inh = -4%
- Giardia FBPA inh = -8%
- Shiga toxin inh = 7
- Pf growth 96h = 46%[activator]

Remaining list, next part.
| canonical_smiles | Pf growth 48h | CHX counter | Sm TGR inh | Giardia FBPA inh | Shiga toxin inh | Pf growth 96h |
| --- | --- | --- | --- | --- | --- | --- |
| COc1cc(C(=O)Nc2sc3c(c2C(=O)NCc2ccco2)CCCC3)cc(OC)c1OC | . | 3 | -2% | 4% | -12 | 1.7µM* |
| CCOc1ccc(C(=O)NC2CCN(S(C)(=O)=O)CC2)cc1 | 16% | 9 | -2% | 11% | 2 | 21% |
| COc1ccc(NS(=O)(=O)c2cccc(C(=O)NCC(c3ccco3)N3CCCCC3)c2)cc1 (stereo unspecified) | ? | . | -3% | . | . | ? |
| CCNc1oc(COc2cccc(C)c2)nc1C#N | -3% | 23* | -3% | -1% | 48 | ? |
| Cc1cc(NC(=O)Cn2c(=O)n(Cc3ccccc3)c(=O)c3ccccc32)no1 | 9.3µM* | 7 | 9% | 9% | 9 | 0% |
| COc1ccc(-c2csc(NC(=O)COC(=O)Cc3ccc(Cl)cc3Cl)n2)cc1 | 184%[activator] | 45* | -9% | 0% | 64* | 277%[activator] |
| CCOC(=O)CNC(=O)c1sc(NC(=O)c2cccc(F)c2)nc1C | . | 26* | 5% | -9% | 66* | -50% |
| O=C(NCCc1ccccc1)c1ccc(CS(=O)Cc2cccc(Cl)c2)o1 (stereo unspecified) | -1% | -1 | ? | 2% | 5 | -22% |
| Cc1ccc(-n2c(Cn3ncc4ccccc4c3=O)n[nH]c2=S)cc1 | 20% | -1 | -5% | -8% | -8 | -12% |
| CCOCCCNC(=O)C(=O)NCCCOCC | 12% | -1 | 4% | ? | -12 | 7% |
| CC(=O)N/C(N)=N/c1nc2cc(C)ccc2o1 | 214%[activator] | 37* | 0% | -9% | 63* | 274%[activator] |
| CCOCCCNCc1ccc(OCc2ccccc2Cl)cc1 | ? | -4 | -1% | -1% | -13 | ? |

A different layout for three compounds above.
Cc1cc(NC(=O)Cn2c(=O)n(Cc3ccccc3)c(=O)c3ccccc32)no1
  Pf growth 48h: 9.3µM*
  CHX counter: 7
  Sm TGR inh: 9%
  Giardia FBPA inh: 9%
  Shiga toxin inh: 9
  Pf growth 96h: 0%

COc1ccc(-c2csc(NC(=O)COC(=O)Cc3ccc(Cl)cc3Cl)n2)cc1
  Pf growth 48h: 184%[activator]
  CHX counter: 45*
  Sm TGR inh: -9%
  Giardia FBPA inh: 0%
  Shiga toxin inh: 64*
  Pf growth 96h: 277%[activator]

CCOC(=O)CNC(=O)c1sc(NC(=O)c2cccc(F)c2)nc1C
  Pf growth 48h: .
  CHX counter: 26*
  Sm TGR inh: 5%
  Giardia FBPA inh: -9%
  Shiga toxin inh: 66*
  Pf growth 96h: -50%

Next section:
| canonical_smiles | Pf growth 48h | CHX counter | Sm TGR inh | Giardia FBPA inh | Shiga toxin inh | Pf growth 96h |
| --- | --- | --- | --- | --- | --- | --- |
| Cc1cc2occ(CC(=O)NNC(=O)c3ccccc3)c2cc1C | 44%[activator] | 9.9* | 4% | . | 18 | ? |
| Cc1ccc(-n2cc(CNC(C)c3cnn(C)c3)c(-c3ccc(F)cc3)n2)cc1 (stereo unspecified) | ? | -2 | ? | -1% | -17 | ? |
| Cc1sc(N2C(=O)C3C4C=CC(C4)C3C2=O)c(C#N)c1C (stereo unspecified) | 11% | 4 | 7% | 5% | -9 | -1% |
| Cn1nnnc1NCc1c(F)cccc1Cl | 39%[activator] | 2 | 3% | -17% | -22 | . |
| CCOC(=O)c1ccc(Nc2nnc(C(C)(C)C)c(=O)[nH]2)cc1 | 5.2µM* | 14 | -4% | 8% | -7 | ? |
| O=C(Cc1cccs1)N1CCN(S(=O)(=O)c2ccccc2)CC1 | 14% | -6 | 1% | 5% | -5 | 13µM* |
| COCCn1c(C(=O)N2CCCC2)cc2c1C[C@H]1CN(C(=O)c3ccccc3)[C@@](Cc3ccc(F)cc3)(C(=O)OC)[C@@H]21 | 1.7µM* | -5 | -9% | -2%&3% | -16 | 4.7µM* |
| Cc1nc(-c2ccccn2)nc(SCC(=O)N2CCOCC2)c1Cl | 23% | -2 | 10% | -24% | 1 | -10% |
| O=C(CN1CCOCC1)Nc1ncc(Cc2cccc(Cl)c2Cl)s1 | -13% | -2 | -10% | 2% | 14 | 2% |
| CN(c1ccc(C(=O)NCC2CCCO2)cc1)S(=O)(=O)c1ccccc1 (stereo unspecified) | 12% | -2 | -13% | -3% | 6 | . |
| Cc1ccc(NS(=O)(=O)c2ccc(C(=O)OCC(=O)Nc3cc(C)on3)cc2)cc1 | 13% | -2 | -12% | -5% | 18 | ? |
| Cc1ccc(-c2nnc(C)c(N3CC(C)OC(C)C3)n2)cc1 (stereo unspecified) | ? | -1 | -25% | 3% | 13 | -4% |

Additional structures
| canonical_smiles | Pf growth 48h | CHX counter | Sm TGR inh | Giardia FBPA inh | Shiga toxin inh | Pf growth 96h |
| --- | --- | --- | --- | --- | --- | --- |
| O=C(NNS(=O)(=O)c1ccc(Cl)cc1)c1cccc(S(=O)(=O)N2CCOCC2)c1 | 2% | -2 | 9% | -3% | -6 | 6% |
| COc1cc(OC)cc(C(=O)NCC(=O)N2CCCCC2)c1 | 17% | -3 | 0% | 2% | -2 | 1% |
| COc1ccc(Cl)c2sc(N(CCN(C)C)C(=O)CCS(=O)(=O)c3ccc(C)cc3)nc12 | 1% | . | -30% | . | . | 7% |
| Cc1ccc(N2CC(C(=O)N3CCC(C(=O)Nc4nncs4)CC3)CC2=O)cc1 (stereo unspecified) | -14% | -3 | -3% | -7% | -10 | ? |
| CCC(C)(C)n1nnnc1C(c1ccc(C)cc1)N(Cc1ccco1)Cc1cccs1 (stereo unspecified) | 4.7µM* | 9 | -6% | -3% | 20 | . |
| O=C1CC(N2CCN(c3ccc(F)cc3)CC2)C(=O)N1c1ccc(F)cc1 (stereo unspecified) | -6% | 1 | -13% | 3% | 10 | ? |
| Cc1ccc(N(CC(O)CN2CCCCC2)S(=O)(=O)c2ccccc2[N+](=O)[O-])cc1 (stereo unspecified) | -4% | -3 | 6% | 2% | -6 | -1% |
| Cc1ccc2[nH]c3c(=O)n(CCC4=CCCCC4)cnc3c2c1 | 62%[activator] | -4 | 2% | 5% | -16 | 49%[activator] |
| CN(C)C(=O)C1CCC(=O)N1Cc1cccs1 (stereo unspecified) | 25% | 9 | 3% | -2% | 4 | 45%[activator] |
| CN(C)CCN(C)Cc1ccc2c(c1)Cc1ccccc1-2 | ? | 23 | 0% | 1% | 62 | . |
| Cn1ncc([N+](=O)[O-])c1C(=O)Nc1nccs1 | -18% | 0 | -1% | -15% | -4 | 19% |
| CCOC(=O)NC(=O)c1cn(Nc2ccccc2)c(=O)[nH]c1=O | 42%[activator] | -1 | 0% | 1% | -6 | 0% |

Next part:
| canonical_smiles | Pf growth 48h | CHX counter | Sm TGR inh | Giardia FBPA inh | Shiga toxin inh | Pf growth 96h |
| --- | --- | --- | --- | --- | --- | --- |
| CCc1ccc(/C=C2/SC(=S)N(CCC(=O)Nc3cccc(C(=O)O)c3)C2=O)cc1 | 22% | -4 | 8% | 9% | -6 | ? |
| CCc1ccc(NC(=O)c2cc(-c3ccc4c(c3)OCO4)on2)cc1 | 20% | -1 | -1% | 5% | -3 | 209%[activator] |
| CCN(CC)CCn1c2ccccc2c2nc3ccccc3nc21 | -2% | 44* | 50µM* | -8% | 53* | 20% |
| CNc1cc(NS(=O)(=O)c2ccc(N)cc2)nc(NC)n1 | ? | . | -21% | -3% | . | -28% |
| CCn1cc(C(C)(C)C)c(C#N)c1NC(C)=O | -17% | 1 | 6% | -5% | -8 | 42%[activator] |
| Cc1ccccc1-c1nnc(SCC(=O)NC2CCCC2)n1C | -11% | . | 2% | . | . | 15% |
| Cc1ccc(NC(=O)c2ccco2)c(NC(=O)C2CCCO2)c1 (stereo unspecified) | -3% | 5 | -13% | 3% | -8 | -80%[5.75 µM] |
| O=C(O)c1n[nH]c2ccccc12 | -1% | 4 | -1% | -26% | -6 | ? |
| O=C1COc2ccc(S(=O)(=O)N3CCN(c4cccc(C(F)(F)F)c4)CC3)cc2N1 | -15% | -6 | 4% | . | -2 | 37%[activator] |
| CCN1CCN(C(=O)c2ccccc2Nc2ccc(SC(F)F)cc2)CC1 | 0% | -4 | 2% | -6% | -8 | ? |
| O=c1[nH]c2ccccc2nc1N1CCOCC1 | 6% | -3 | 13% | 3% | -6 | 4% |
| CC(C)(CNC(=O)c1ccc(S(=O)(=O)Nc2ccc(Cl)cc2)cc1)N1CCOCC1 | ? | . | 4% | . | . | -8% |
| Cc1ccc(C)c2[nH]c(=O)c(CN(CCN3CCOCC3)Cc3nnnn3CC3CCCO3)cc12 (stereo unspecified) | -23% | -3 | 20µM* | -18% | -12 | 77%[activator] |

High-throughput results: PubChem BioAssay, National Center for Advancing Translational Sciences (NCATS)
